# hIAP act = human IAP activation. AID 2524. 330,000 tested, 0.16% active. P09923. activation factor at 10 µM. purified human IAP, CDP-Star luminescence, 30 min; active compounds read high; 1 = vehicle-only enzyme, 0 = enzyme-free background;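 active = activation factor of the enzyme at least 2-fold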; note: the source names both 10 and 20 µM as test concentration; values of inactives mirror those of a sister screen read the other way
# Target sequence (P09923 whole entry, looked up): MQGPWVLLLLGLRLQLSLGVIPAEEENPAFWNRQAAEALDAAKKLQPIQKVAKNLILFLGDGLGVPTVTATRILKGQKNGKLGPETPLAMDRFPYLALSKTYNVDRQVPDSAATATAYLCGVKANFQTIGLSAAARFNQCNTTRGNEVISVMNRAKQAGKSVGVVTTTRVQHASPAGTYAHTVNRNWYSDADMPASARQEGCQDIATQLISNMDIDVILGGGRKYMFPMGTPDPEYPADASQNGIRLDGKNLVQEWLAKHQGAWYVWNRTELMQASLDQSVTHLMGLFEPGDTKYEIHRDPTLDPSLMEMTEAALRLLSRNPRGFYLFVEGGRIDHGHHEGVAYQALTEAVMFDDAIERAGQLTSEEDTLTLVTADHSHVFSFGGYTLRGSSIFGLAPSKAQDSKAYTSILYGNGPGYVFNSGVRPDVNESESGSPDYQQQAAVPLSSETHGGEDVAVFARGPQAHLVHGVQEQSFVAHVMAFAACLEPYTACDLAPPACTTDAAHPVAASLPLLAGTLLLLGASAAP
# NR3A LBD binder = NR3A (human) ligand-binding domain modulation. NR3A LBD differential scanning fluorimetry, Tm shift; 0% = protein alone, 100% = glycine-bound protein. Tm shift relative to glycine control, % at 25 µM. 340,000 tested, 2.5% active. AID 1259313;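 active = melting temperature shift of at least 10% of the positive control shift, at one fixed dose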
# SENP1 inh = blocks the human SENP1 SUMO protease catalytic domain | recombinant SENP1 catalytic domain, CyPet-SUMO1-YPet FRET cleavage | 360,000 tested, 0.21% active | Q9P0U3 | inhibition, % at 10 µM;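 active = inhibition at least 30% at 10 µM, raw YFP signal under a set limit, fluorescence ratio 0.5 to 1.5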;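 note: 0% = enzyme with DMSO and 100% = no enzyme wells; some results filed as inactive read as strong as hits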
# Target sequence (Q9P0U3 419-644 limits assumed): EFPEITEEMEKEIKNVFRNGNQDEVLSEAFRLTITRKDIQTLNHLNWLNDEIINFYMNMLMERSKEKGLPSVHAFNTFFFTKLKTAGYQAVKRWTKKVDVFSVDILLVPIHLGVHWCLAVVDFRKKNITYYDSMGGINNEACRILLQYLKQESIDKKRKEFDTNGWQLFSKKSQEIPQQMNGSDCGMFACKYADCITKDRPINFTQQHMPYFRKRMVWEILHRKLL
#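 System: Recombinant human SENP1 catalytic domain, His6-tagged | Incubation: Enzyme reaction for 50 min at room temperature, dark | Medium: Tris pH 8 with BME, BSA, NP40 and catalase | Also added: 25 nM SUMO1 FRET substrate | Compound: 10 µM single point, 0.5% DMSO | Measured by: FRET fluorescence in CFP and YFP emission channels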
# SENP6 inh = SENP6 protease inhibition; 330,000 tested, 1.8% active; Q9GZR1; inhibition, % at 10 µM; Recombinant SENP6 catalytic domain, aminoluciferin luminescence;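 active = inhibition above about 50% at the single tested dose, limit read from the data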;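 note: plate controls were DMSO wells with enzyme for no effect and DMSO wells lacking enzyme for full effect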
# MPTP block = inhibitors of mitochondrial permeability transition pore | inhibition, % at 10 µM | 360,000 tested, 1.4% active | isolated mouse mitochondria, Ca2+ swelling absorbance, 30 min;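 active = inhibition of 50% or more, scaled per plate between neutral and stimulator controls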;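 note: 0% = DMSO wells given calcium and 100% = 1 mM EGTA wells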
# SENP8 inh = inhibitors of human SENP8 protease; Q96LD8; recombinant SENP8, Nedd8 substrate fluorescence; inhibition, % at 20 µM; 360,000 tested, 0.64% active; AID 602440; in the data active = inhibition mostly above about 40%, no sharp cut-off; inactive = mostly below about 27%
# Target sequence (Q96LD8 whole entry, looked up): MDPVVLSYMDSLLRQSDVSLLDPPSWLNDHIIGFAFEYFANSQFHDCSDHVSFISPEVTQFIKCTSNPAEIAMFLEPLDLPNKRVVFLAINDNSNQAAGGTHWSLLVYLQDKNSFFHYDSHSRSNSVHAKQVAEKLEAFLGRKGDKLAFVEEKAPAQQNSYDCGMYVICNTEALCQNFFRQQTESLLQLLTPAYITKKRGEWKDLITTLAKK
# ATG4B inhibitor = ATG4B (human) cysteine protease inhibition; inhibition, % at 8.33 µM; ATG4B cleavage of LC3-PLA2, NBD-HPC fluorescence, 1 h; AID 504462; 340,000 tested, 0.51% active; in the data active = inhibition above about 40%
# PfGluPho inh = PfG6PD (Plasmodium falciparum) enzyme inhibition | PfGluPho enzyme, NADPH resazurin-diaphorase fluorescence | inhibition, % at 20 µM | 350,000 tested, 0.78% active | AID 504690;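 active = inhibition reaching at least a set limit at 20 µM in the primary screen, cut at about 59% in these data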;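 note: 0% = DMSO wells with substrate and 100% = DMSO wells lacking glucose-6-phosphate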
# The depositor's hits bear a star; · = not tested or not shown.
no. | canonical_smiles | hIAP act | NR3A LBD binder | SENP1 inh | SENP6 inh
1 | COc1ccc(Nc2nc(-c3ccc(OC)cc3)cs2)cc1 | 0.96 | -29 | 2 | 0
2 | Cc1cccc(C(=O)Nc2cc(S(=O)(=O)N3CCOCC3)ccc2N2CCCCC2)c1 | 0.96 | 1 | -1 | -1
3 | COc1ccc(C(=O)NNC(=O)c2cc3ccccc3cc2O)cc1 | 1 | 3 | -14 | 8
4 | CCOC(=O)c1ccc(OCc2c(C)noc2C)cc1 | 0.82 | 3 | 2 | -3
5 | Nc1nc(NCc2ccco2)nc(Nc2cccc(F)c2)c1[N+](=O)[O-] | 1.3 | 5 | 2 | -6
6 | O=NN(CCCl)C(=O)NCCc1cccc[n+]1[O-] | · | · | -2 | ·
7 | CCOc1ccc(N2CC(C(=O)Nc3cccnc3)CC2=O)cc1 (stereo not given) | 1.1 | 0 | -1 | -4
8 | COC(=O)c1ccc(CSc2nnc3sc4ccccc4n23)o1 | 1.2 | -3 | 1 | -8
9 | NC(=O)CSc1cn(Cc2ccc(F)cc2)c2ccccc12 | 0.94 | 5 | -1 | -2
10 | CCN(CC)S(=O)(=O)c1ccc(OC)c(NC(=O)CCc2c(C)noc2C)c1 | 1 | 0 | 1 | -4
11 | Cc1nc2c(cnn2-c2ccccc2Cl)c(=O)n1-c1ccc(N2CCC(C)CC2)cc1 | 0.96 | 1 | 1 | 2
12 | CC(C)CC(C(=O)NCc1ccccn1)N1C(=O)c2ccccc2C1=O (stereo not given) | 1.1 | 3 | 1 | -8

no. | MPTP block | SENP8 inh | ATG4B inhibitor | PfGluPho inh
1 | -1.3 | 10 | -5 | 8
2 | 0.7 | 12 | -7 | 6
3 | 3.7 | -86 | -17 | -12
4 | 1.8 | 18 | -9 | 2
5 | 1.5 | 1 | -12 | -3
6 | -2.1 | 6 | · | -5
7 | 1.5 | 10 | -4 | 10
8 | 6.0 | 5 | 1 | 3
9 | 0.2 | 13 | 9 | 18
10 | -0.5 | 3 | -6 | -3
11 | 1.7 | -6 | -17 | 1
12 | -2.2 | 15 | -11 | 11

# (further entries)
no. | canonical_smiles | hIAP act | NR3A LBD binder | SENP1 inh | SENP6 inh
13 | Cc1ccc(OCC(=O)OC2CCCN(C)C2)cc1 (stereo not given) | 1 | 0 | -1 | -11
14 | CC(C)(C)OC(=O)CC[C@@H](C(=O)NCCCCCCCCCCC(=O)N1CCN(C(=O)OC(C)(C)C)CC1)n1cc(CCCCCNC(=O)OC(C)(C)C)nn1 | 0.99 | 1 | 0 | 17
15 | N#Cc1ccc(Cl)cc1NC(=O)CNCc1cccs1 | 1 | 0 | -1 | 1
16 | Cc1ccc2c(c1)C(=O)N(CCCCO)C2=O | 0.96 | -2 | 1 | 3
17 | Cc1c(/C=N/NC(=O)C(NC(=O)c2ccc3c(c2)OCO3)C(C)C)c2ccccc2n1C (stereo not given) | 1 | -4 | 0 | -12
18 | COc1ccc(CNC(=O)c2cc(S(=O)(=O)N3CCOCC3)cn2C)cc1 | 1.1 | -1 | 0 | 9
19 | CCOC(=O)[C@@H]1[C@H]2COc3cc(OC)ccc3[C@H]2N2C(=O)N(c3ccc(F)cc3)C(=O)[C@]12C | 0.95 | 0 | 1 | 0
20 | C=CCNC(=O)CN1CCC(c2nc3cc(C)c(C)cc3[nH]2)CC1 | 0.82 | 0 | 0 | -11
21 | CC1(C)NS(=O)(=O)Oc2ccccc21 | 0.97 | -2 | 3 | -17
22 | Cc1c(Br)cc(C(=O)NCc2ccco2)c(C)c1C | 1 | -5 | -2 | -5
23 | Cc1ccc(CC(=O)N(C)CC(=O)Nc2ccc(N3CCOCC3)cc2)cc1C | 1.1 | 0 | -1 | -4
24 | CCCC(C)NCC(=O)Nc1ccccc1-c1ccccc1 (stereo not given) | 1.1 | 1 | 5 | -4

no. | MPTP block | SENP8 inh | ATG4B inhibitor | PfGluPho inh
13 | -0.9 | 15 | -17 | 1
14 | 1.0 | 22 | -6 | 2
15 | -0.1 | 17 | 3 | 9
16 | -1.6 | 11 | 7 | -23
17 | 32 | -1 | 23 | -4
18 | -1.9 | -4 | 2 | -15
19 | -0.7 | 3 | -5 | 0
20 | -0.7 | 12 | 4 | 4
21 | 0.2 | 15 | -7 | 12
22 | 22 | 19 | 25 | 22
23 | -0.8 | -13 | -5 | 10
24 | 0.2 | 16 | 24 | 3

# Next entries
no. | canonical_smiles | hIAP act | NR3A LBD binder | SENP1 inh | SENP6 inh
25 | CCn1c(C)nc2cc(C(=O)OC(C(F)(F)C(F)F)C(F)(F)C(F)F)ccc21 | 1.1 | -5 | 2 | 17
26 | Cc1cc(NC(=O)c2ccc3c(c2)OCO3)ccc1NC(=O)c1ccccc1 | 1.1 | 0 | 2 | 85*
27 | Clc1ccc(CSc2nnc(-c3sccc3-n3cccc3)o2)cc1 | 1 | -1 | 1 | 3
28 | OCC[C@H]1C[C@@H](O)[C@H](O)[C@@]2(OCCc3ccccc32)O1 | 1.1 | 4 | 2 | 9
29 | O=C1c2ccccc2C(=O)N1CCN1CCc2ccccc21 | 0.86 | 1 | 3 | 0
30 | Cc1nc(-c2ccc3c(c2)CCC(=O)N3)cs1 | 1.1 | 1 | 3 | -14
31 | CC1(C)CN2C(=O)c3ccccc3C2(C)S1 (stereo not given) | 0.86 | -1 | 3 | 4
32 | Cc1nc2sc(C(c3ccco3)N3CCN(c4ccccc4)CC3)c(O)n2n1 (stereo not given) | 0.95 | 9 | 2 | 9
33 | CCCCN(CC)CCCNC(=O)c1cn(-c2ccc(OC)cc2)c(=O)c2ccccc12 | 0.89 | -11 | 0 | 6
34 | CC1(C)CC(=O)C=C(c2cn[nH]n2)C1 | · | · | 7 | ·
35 | O=C(Nc1csc(Cc2c(Cl)cccc2Cl)n1)NN1CCOCC1 | 1.1 | -4 | 2 | -3
36 | CCOC(=O)c1cc(Sc2ccccc2N)cc(C(=O)OCC)n1 | 0.84 | 0 | 0 | -10

no. | MPTP block | SENP8 inh | ATG4B inhibitor | PfGluPho inh
25 | -0.4 | 4 | -6 | 61*
26 | -1.4 | 7 | 2 | 14
27 | 2.0 | 6 | 21 | 32
28 | 0.0 | 12 | 1 | -10
29 | 2.6 | 10 | 4 | 9
30 | 3.3 | 18 | 3 | -15
31 | -0.4 | 6 | -7 | 3
32 | -0.1 | 14 | -6 | 2
33 | 1.5 | 10 | 0 | -15
34 | -0.3 | -3 | · | -9
35 | 0.1 | 18 | -3 | -12
36 | 2.0 | 18 | -9 | 8

# Single records (already shown). Order of screens: hIAP act	NR3A LBD binder	SENP1 inh	SENP6 inh	MPTP block	SENP8 inh	ATG4B inhibitor	PfGluPho inh
# CCCCN(CC)CCCNC(=O)c1cn(-c2ccc(OC)cc2)c(=O)c2ccccc12 is entered as 0.89	-11	0	6	1.5	10	0	-15
# CCOC(=O)c1cc(Sc2ccccc2N)cc(C(=O)OCC)n1 is entered as 0.84	0	0	-10	2.0	18	-9	8
# O=C1c2ccccc2C(=O)N1CCN1CCc2ccccc21 is entered as 0.86	1	3	0	2.6	10	4	9
# CC1(C)CN2C(=O)c3ccccc3C2(C)S1 (stereo not given) is entered as 0.86	-1	3	4	-0.4	6	-7	3
# CC1(C)CC(=O)C=C(c2cn[nH]n2)C1 is entered as ·	·	7	·	-0.3	-3	·	-9

# More compounds follow.
no. | canonical_smiles | hIAP act | NR3A LBD binder | SENP1 inh | SENP6 inh
37 | COc1cc2oc3ccccc3c(=O)c2cc1OC | 0.95 | -4 | 1 | -3
38 | O=C(N/N=C/c1ccccc1)c1c(O)c2ccccc2[nH]c1=O | 1 | 2 | 4 | -9
39 | COc1ccc(C)cc1NC(=O)NCc1ccco1 | 1.1 | 1 | 1 | -13
40 | CCOC(=O)c1ccc(NC(=O)CCS(=O)(=O)c2cccc3nonc23)cc1 | 0.93 | -3 | 3 | -2
41 | O=C(CN(c1ccc2c(c1)OCCO2)S(=O)(=O)c1ccccc1)NCC1CCCO1 (stereo not given) | 1 | 1 | 1 | -5
42 | Cc1ccc(N2CCCn3c2cc(C)c(C#N)c3=O)cc1Cl | 1.1 | -3 | -6 | -3
43 | COc1ccc(CC(=O)N2CCN(S(=O)(=O)c3ccc(Cl)s3)CC2)cc1 | 0.81 | 0 | 0 | 1
44 | O=C(COC(=O)c1ccc(S(=O)(=O)NCc2ccco2)cc1)NC1CCCCC1 | 0.94 | 2 | -2 | 14
45 | CC(Sc1nnc(CNc2cccc3ccccc23)n1-c1ccccc1)C(=O)N/N=C/c1ccco1 (stereo not given) | 0.98 | 1 | 0 | -7
46 | O=C(OCc1cccc(Cl)c1)c1cc([N+](=O)[O-])ccc1N1CCOCC1 | 1.1 | 0 | 0 | -24
47 | COc1ccc(S(=O)(=O)N(C)CC(=O)N2CCC(C)CC2)cc1Cl | 1.3 | · | 3 | -28
48 | Cc1ccc(NC(=O)C2CCCO2)cc1[N+](=O)[O-] (stereo not given) | 0.91 | -2 | -1 | -6

no. | MPTP block | SENP8 inh | ATG4B inhibitor | PfGluPho inh
37 | 0.4 | -206 | -7 | 4
38 | 3.0 | -99 | -6 | -16
39 | 0.5 | 8 | -14 | -2
40 | 0.3 | 2 | -4 | 8
41 | -1.5 | 15 | -5 | -2
42 | 0.6 | -293 | 1 | -1
43 | 0.0 | 3 | -4 | -15
44 | 0.3 | 6 | 5 | -3
45 | -0.8 | -166 | -8 | 5
46 | -1.5 | 15 | -10 | 20
47 | -0.4 | 4 | -5 | 8
48 | -0.7 | 17 | -5 | -6

# Given with tabs: 5 of the compounds above
No.	SMILES	hIAP act	NR3A LBD binder	SENP1 inh	SENP6 inh	MPTP block	SENP8 inh	ATG4B inhibitor	PfGluPho inh
29	O=C1c2ccccc2C(=O)N1CCN1CCc2ccccc21	0.86	1	3	0	2.6	10	4	9
21	CC1(C)NS(=O)(=O)Oc2ccccc21	0.97	-2	3	-17	0.2	15	-7	12
3	COc1ccc(C(=O)NNC(=O)c2cc3ccccc3cc2O)cc1	1	3	-14	8	3.7	-86	-17	-12
42	Cc1ccc(N2CCCn3c2cc(C)c(C#N)c3=O)cc1Cl	1.1	-3	-6	-3	0.6	-293	1	-1
5	Nc1nc(NCc2ccco2)nc(Nc2cccc(F)c2)c1[N+](=O)[O-]	1.3	5	2	-6	1.5	1	-12	-3

# Next records follow.
no. | canonical_smiles | hIAP act | NR3A LBD binder | SENP1 inh | SENP6 inh
49 | COc1cc([N+](=O)[O-])cc(CN2CCCCC2)c1O | 0.85 | 1 | 2 | 12
50 | Cc1ccc(S(=O)(=O)N2CCN(C(=O)CCCN3C(=O)NC4(CCCC4)C3=O)CC2)cc1C | 0.89 | -2 | -2 | 12
51 | CC(C)(O)C1Cc2cc(/C=C/C(=O)O)c(O)cc2O1 (stereo not given) | 1.2 | 2 | -50 | -2
52 | Cc1ccc(NC(=O)Nc2cccc(C)n2)c(C)c1 | 0.94 | 2 | 2 | -8
53 | CCC(=O)Nc1cc2nn(-c3ccc(OC)cc3)nc2cc1C | 1 | 0 | 1 | -15
54 | O=C(NCCC1=CCCCC1)c1cc2c(s1)CS(=O)(=O)C2 | 0.85 | 0 | -3 | -28
55 | CCS(=O)(=O)N1Cc2ccccc2CC1C(=O)OCC(=O)Nc1ccc(C)cc1 (stereo not given) | 1.2 | -2 | -3 | -4
56 | CC1=C(C(N)=O)C(c2ccccn2)n2nc(SCc3ccccc3)nc2N1 (stereo not given) | 0.95 | 1 | -7 | 0
57 | Cc1cc(C)cc(OCC(=O)Nc2ccc(-n3cnnn3)cc2)c1 | 0.97 | -9 | -1 | -9

no. | MPTP block | SENP8 inh | ATG4B inhibitor | PfGluPho inh
49 | -0.7 | 21 | 7 | 0
50 | 1.6 | 3 | 5 | -7
51 | -3.0 | -166 | 6 | 25
52 | 2.9 | 22 | -3 | -7
53 | -0.2 | -299 | 4 | 6
54 | 1.0 | 4 | -10 | 2
55 | -3.0 | 5 | -2 | 9
56 | 0.6 | -17 | -2 | 11
57 | -0.2 | 11 | 6 | -18

# Source: PubChem (Sanford-Burnham Center for Chemical Genomics)
